Screens from PubChem.
MEKK2 mut-MEK5 – MEK5 binding signal on mutant MEKK2 PB1, primary screen, biochemical, multiplex bead flow cytometry, Alexa488-MEK5 | Alexa488-MEK5 binding to MEKK2 mutant | percent response, % at 10 µM | 290,000 tested, 0.35% active; in the data active means percent response above about 24%, passing the limit was not always enough; further: inactives centre near 1; some results filed as inactive read as strong as hits
UBC9 SUMO inh – inhibitors of in vitro SUMOylation cascade, primary screen, biochemical, HTRF, uHTS. SUMO-conjugating enzyme UBC9 (Homo sapiens), P63279. HTRF SUMOylation assay, SAE1/SAE2 + UBC9. inhibition, % at 35 µM. 290,000 tested, 0.36% active. AID 2006, 2009; in the data active means inhibition above about 50%, passing the limit was not always enough; further: strong numbers were not always called active
Target sequence (P63279 whole entry, looked up): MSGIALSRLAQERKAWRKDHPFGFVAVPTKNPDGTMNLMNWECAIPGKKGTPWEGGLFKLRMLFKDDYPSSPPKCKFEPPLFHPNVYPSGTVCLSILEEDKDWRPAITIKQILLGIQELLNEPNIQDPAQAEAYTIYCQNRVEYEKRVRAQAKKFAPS
NS3 helicase inh – inhibitors of HCV NS3 helicase, primary screen, biochemical, Cy5 molecular beacon fluorescence; 290,000 tested, 0.56% active; inhibition, % at 10.9 µM; NS3 helicase DNA unwinding;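 active means inhibition above the mean of all tested compounds plus 3 SD, set per campaign, cut at about 35% in these data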;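 further: 0% = DMSO wells and 100% = thioflavine S control wells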
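Material: hepatitis C virus NS3 helicase domain fragment enzyme; measured by: Cy5 fluorescence, 0 and 60 min reads; control set: DMSO and thioflavine S; incubation: 60 min unwinding reaction at 25 °C after ATP addition; read-out basis: % inhibition from 60/0 min fluorescence ratio, DMSO 0%, thioflavine S 100%; repeats: singlicate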
DNA FID counter – compounds displacing fluorescent DNA intercalator, primary screen, artefact control for HCV NS3 helicase inhibitor project, biochemical, FID fluorescence; inhibition, % at 7.9 µM; 290,000 tested, 0.17% active; DNA fluorescent intercalator displacement; AID 1845, 2009; in the data active means inhibition above about 37%;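 further: 0% = vehicle and 100% = reference compound; higher means more ethidium bromide displaced from hairpin DNA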
MEKK2 WT-MEK5 – modulators of MEK5 binding to wildtype MEKK2, primary screen, biochemical, multiplex bead flow cytometry, Alexa488-MEK5; Alexa488-MEK5 binding to MEKK2 WT; actives lie on both sides; binding response (% of control), % at 10 µM; 290,000 tested, 1.1% active; in the data active means binding response below about 67% or above about 130%
MEKK3 PB1 HTS – modulators of MEKK3-MEK5 PB1 binding, primary screen, biochemical, wildtype MEKK3, multiplex bead flow cytometry, Alexa488-MEK5; bead-based flow cytometry, Alexa488-MEK5 binding to MEKK3; actives lie on both sides; 0 = blocked by unlabeled MEK5, 100 = vehicle; binding response (% of control), % at 10 µM; AID 1529, 2009; 290,000 tested, 1.4% active; Mitogen-activated protein kinase kinase kinase 3 (Homo sapiens), Q99759;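 active means binding response more than 3 SD above or below the average of its plate-row segment, actives on both sides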;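 further: Alexa488 bead fluorescence after subtracting the streptavidin-only scavenger bead signal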
Target sequence (Q99759 whole entry, looked up): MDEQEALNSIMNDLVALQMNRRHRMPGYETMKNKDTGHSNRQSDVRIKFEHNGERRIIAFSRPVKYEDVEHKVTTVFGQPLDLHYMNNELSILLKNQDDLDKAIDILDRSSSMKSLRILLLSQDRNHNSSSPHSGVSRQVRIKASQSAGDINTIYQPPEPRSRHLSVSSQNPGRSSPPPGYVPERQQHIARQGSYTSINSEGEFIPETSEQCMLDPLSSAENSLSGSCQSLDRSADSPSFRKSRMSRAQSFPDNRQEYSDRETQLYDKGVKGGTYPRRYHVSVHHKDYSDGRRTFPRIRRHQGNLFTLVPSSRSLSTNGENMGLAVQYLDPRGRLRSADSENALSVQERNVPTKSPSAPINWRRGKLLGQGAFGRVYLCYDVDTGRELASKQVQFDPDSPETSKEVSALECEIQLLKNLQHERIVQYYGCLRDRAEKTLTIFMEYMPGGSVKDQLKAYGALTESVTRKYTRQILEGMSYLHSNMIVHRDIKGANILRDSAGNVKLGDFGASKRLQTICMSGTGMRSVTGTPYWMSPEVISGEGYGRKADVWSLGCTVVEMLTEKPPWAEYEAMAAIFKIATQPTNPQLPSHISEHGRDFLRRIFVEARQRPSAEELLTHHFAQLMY
CRFR2-BP ag – agonists of CRF-BP/CRF-R2 complex, primary screen, cell-based, HEK293, calcium dye fluorescence, uHTS | calcium dye fluorescence (FLIPR); percent of saturating CRF peptide response | activation, % at 13.2 µM | 350,000 tested, 0.46% active | AID 588473, 2011;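 active means activation of at least 50%, plus an integration ratio under a set limit after plate pattern correction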;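 further: plate controls were neutral control wells without compound for no effect and CRF at EC100 for full effect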
CRFR2-BP antag – antagonists of CRF-BP/CRF-R2 complex, primary screen, cell-based, HEK293, calcium dye fluorescence, uHTS; CRF-induced calcium fluorescence; 350,000 tested, 0.59% active; inhibition, % at 11.8 µM; AID 588475, 2011;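 active means inhibition of the ligand-induced calcium signal above about 50% at the single tested concentration, limit read from the data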
GalR3 antagonist – GalR3 antagonists in HEK293 cells, primary screen, cell-based, fluorescence readout. Galanin receptor type 3 (Homo sapiens), O60755. HEK293 GalR3-CNG cAMP membrane potential fluorescence; galR3 body fused to GalR1 C-terminus. AID 651719, 2012. 360,000 tested, 0.44% active. inhibition, % at 3 µM;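 active means inhibition above the screen-wide average plus 3 SD, cut at about 13% in these data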;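 further: forskolin and galanin both at EC90 stimulate the cells; cAMP rise reported by CNG channel membrane potential dye signal; 0% = forskolin plus galanin with DMSO and 100% = forskolin alone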
Target sequence (O60755 1-299 limits assumed): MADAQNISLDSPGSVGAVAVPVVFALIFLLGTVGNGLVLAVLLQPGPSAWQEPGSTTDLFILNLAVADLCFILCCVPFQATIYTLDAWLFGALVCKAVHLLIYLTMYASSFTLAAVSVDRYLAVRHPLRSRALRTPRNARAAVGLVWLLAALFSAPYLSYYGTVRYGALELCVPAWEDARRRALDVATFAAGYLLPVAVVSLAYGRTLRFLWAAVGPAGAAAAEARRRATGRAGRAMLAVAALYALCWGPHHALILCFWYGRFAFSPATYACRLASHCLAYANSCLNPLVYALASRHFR
An asterisk follows results filed as active. An excerpt (hit frequency here may not be typical).

What do the screens show for `CCN(C(=O)c1ccc2c(SCC(=O)O)c3c(nc2c1)CCC3)c1cc(Cl)ccc1OC`?
MEKK2 mut-MEK5: 6; UBC9 SUMO inh: 21; NS3 helicase inh: 12; DNA FID counter: -27; MEKK2 WT-MEK5: 102; MEKK3 PB1 HTS: 102; CRFR2-BP ag: 0.4; CRFR2-BP antag: -5; GalR3 antagonist: -3

Results for CCOC(=O)C1=C(CSc2nc3c(cc2C#N)CN(C)CC3)OC(N)=C(C#N)C1c1ccc(Cl)cc1 (centres undefined) ?
MEKK2 mut-MEK5: 11; UBC9 SUMO inh: 23; NS3 helicase inh: -5; DNA FID counter: 2; MEKK2 WT-MEK5: 114; MEKK3 PB1 HTS: 104; CRFR2-BP ag: 4.9; CRFR2-BP antag: -4; GalR3 antagonist: 0

What do the screens show for `COc1cc(SC)ccc1C(=O)NCCCn1ccnc1`?
MEKK2 mut-MEK5: 14; UBC9 SUMO inh: 4; NS3 helicase inh: -5; DNA FID counter: -2; MEKK2 WT-MEK5: 105; MEKK3 PB1 HTS: 103; CRFR2-BP ag: -0.9; CRFR2-BP antag: -1; GalR3 antagonist: -12

What do the screens show for `Cc1c(NC(=S)NC(=O)C2CCCCC2)c(=O)n(-c2ccccc2)n1C`?
MEKK2 mut-MEK5: 0; UBC9 SUMO inh: 3; NS3 helicase inh: 4; DNA FID counter: -10; MEKK2 WT-MEK5: 98; MEKK3 PB1 HTS: 99; CRFR2-BP ag: -0.9; CRFR2-BP antag: 32; GalR3 antagonist: -8

Results for CNC(=O)c1cccc(NC(=O)c2ccccc2OCc2ccccc2)c1 ?
MEKK2 mut-MEK5: -3; UBC9 SUMO inh: 18; NS3 helicase inh: -4; DNA FID counter: -31; MEKK2 WT-MEK5: 100; MEKK3 PB1 HTS: 103; CRFR2-BP ag: -0.7; CRFR2-BP antag: 4; GalR3 antagonist: -5

What do the screens show for `COc1ccc(CNC(=O)C[C@H]2C(=O)N(C3CCCCC3)C[C@@H]2Cc2ccccc2)cc1`?
MEKK2 mut-MEK5: 3; UBC9 SUMO inh: -5; NS3 helicase inh: 9; DNA FID counter: -32; MEKK2 WT-MEK5: 108; MEKK3 PB1 HTS: 106; CRFR2-BP ag: -1.1; CRFR2-BP antag: -1; GalR3 antagonist: -4

How did O=C(/C=C1\SC(=O)N(CC(=O)Nc2ccc(F)cc2)C1=O)Nc1ccc(Cl)cc1 do in these assays?
MEKK2 mut-MEK5: 0; UBC9 SUMO inh: 14; NS3 helicase inh: 14; DNA FID counter: -3; MEKK2 WT-MEK5: 106; MEKK3 PB1 HTS: 104; CRFR2-BP ag: -0.4; CRFR2-BP antag: 10; GalR3 antagonist: -1

How did COc1ccc(C2c3[nH]c4ccccc4c3C[C@H]3C(=O)N(CCCO)CC(=O)N23)c(OC)c1 (some centres undefined) do in these assays?
MEKK2 mut-MEK5: 3; UBC9 SUMO inh: -9; NS3 helicase inh: 13; DNA FID counter: -23; MEKK2 WT-MEK5: 104; MEKK3 PB1 HTS: 105; CRFR2-BP ag: -2.1; CRFR2-BP antag: 3; GalR3 antagonist: -8

What do the screens show for `COc1ccc(CCNC(=O)Cn2cnc3scc(-c4ccccc4)c3c2=O)cc1OC`?
MEKK2 mut-MEK5: -6; UBC9 SUMO inh: -2; NS3 helicase inh: -5; DNA FID counter: -21; MEKK2 WT-MEK5: 91; MEKK3 PB1 HTS: 94; CRFR2-BP ag: 0.3; CRFR2-BP antag: 1; GalR3 antagonist: -3

How did CCc1nnc(NC(=O)c2ccc(S(=O)(=O)NC3CCCCC3)cc2)s1 do in these assays?
MEKK2 mut-MEK5: -2; UBC9 SUMO inh: 8; NS3 helicase inh: -2; DNA FID counter: -9; MEKK2 WT-MEK5: 95; MEKK3 PB1 HTS: 98; CRFR2-BP ag: 1.7; CRFR2-BP antag: -21; GalR3 antagonist: -4

Results for Nc1ncc(Br)cc1S(=O)(=O)NCCC(=O)Nc1cccc(Cl)c1 ?
MEKK2 mut-MEK5: -7; UBC9 SUMO inh: -12; NS3 helicase inh: -10; DNA FID counter: 0; MEKK2 WT-MEK5: 77; MEKK3 PB1 HTS: 71; CRFR2-BP ag: -0.1; CRFR2-BP antag: -33; GalR3 antagonist: -2

What do the screens show for `CC1(C)CC2CC(C)(CN2C(=O)COC(=O)CNC(=O)c2ccc(Cl)c(Cl)c2)C1` (centres undefined)?
MEKK2 mut-MEK5: 10; UBC9 SUMO inh: -16; NS3 helicase inh: 3; DNA FID counter: -21; MEKK2 WT-MEK5: 111; MEKK3 PB1 HTS: 101; CRFR2-BP ag: -2.9; CRFR2-BP antag: 32; GalR3 antagonist: 1

Results for COC(=O)Cc1c(C)c2ccc(OCC(=O)N3CCOCC3)cc2oc1=O ?
MEKK2 mut-MEK5: 3; UBC9 SUMO inh: 15; NS3 helicase inh: 5; DNA FID counter: -7; MEKK2 WT-MEK5: 103; MEKK3 PB1 HTS: 100; CRFR2-BP ag: 3.5; CRFR2-BP antag: -15; GalR3 antagonist: -4

Results for CSC1=NCCN1C(=O)c1ccc(S(=O)(=O)N2CCCC2)cc1 ?
MEKK2 mut-MEK5: 2; UBC9 SUMO inh: -6; NS3 helicase inh: 1; DNA FID counter: 1; MEKK2 WT-MEK5: 106; MEKK3 PB1 HTS: 100; CRFR2-BP ag: 0.8; CRFR2-BP antag: -5; GalR3 antagonist: 0

How did Cc1ccc(NS(=O)(=O)c2ccc(NC(=O)c3cccs3)cc2)cc1 do in these assays?
MEKK2 mut-MEK5: -4; UBC9 SUMO inh: -3; NS3 helicase inh: -11; DNA FID counter: -4; MEKK2 WT-MEK5: 95; MEKK3 PB1 HTS: 90; CRFR2-BP ag: 1.8; CRFR2-BP antag: -2; GalR3 antagonist: -5

Results for Cc1cccc(OCCn2ccnc2)c1C ?
MEKK2 mut-MEK5: 5; UBC9 SUMO inh: 7; NS3 helicase inh: -7; DNA FID counter: -1; MEKK2 WT-MEK5: 111; MEKK3 PB1 HTS: 103; CRFR2-BP ag: -0.8; CRFR2-BP antag: 7; GalR3 antagonist: -10

What do the screens show for `C=CCn1c(COc2ccc(F)cc2)nnc1SCC(=O)Nc1cccc(S(N)(=O)=O)c1`?
MEKK2 mut-MEK5: -2; UBC9 SUMO inh: 2; NS3 helicase inh: -12; DNA FID counter: -16; MEKK2 WT-MEK5: 92; MEKK3 PB1 HTS: 98; CRFR2-BP ag: 2.6; CRFR2-BP antag: 30; GalR3 antagonist: -4

What do the screens show for `Cc1cc(N(C)C)c(C#N)c(=O)[nH]1`?
MEKK2 mut-MEK5: 7; UBC9 SUMO inh: 3; NS3 helicase inh: -3; DNA FID counter: -1; MEKK2 WT-MEK5: 101; MEKK3 PB1 HTS: 99; CRFR2-BP ag: -0.2; CRFR2-BP antag: -6; GalR3 antagonist: 2

Results for CCOc1ccc2[nH]c(=O)c(CN(Cc3ccco3)C(=O)c3cccc(F)c3)cc2c1 ?
MEKK2 mut-MEK5: 0; UBC9 SUMO inh: 38; NS3 helicase inh: 3; DNA FID counter: -3; MEKK2 WT-MEK5: 99; MEKK3 PB1 HTS: 99; CRFR2-BP ag: 0.2; CRFR2-BP antag: -5

Results for CCCC(=O)Oc1ccc(N(C(=O)CCC)S(=O)(=O)c2cccs2)cc1 ?
MEKK2 mut-MEK5: -3; UBC9 SUMO inh: -2; NS3 helicase inh: -3; DNA FID counter: -25; MEKK2 WT-MEK5: 96; MEKK3 PB1 HTS: 98; CRFR2-BP ag: -1.4; CRFR2-BP antag: 14; GalR3 antagonist: -5

Results for COc1cccc(C(=O)NCCSc2ccc(Br)cc2)c1 ?
MEKK2 mut-MEK5: -6; UBC9 SUMO inh: -19; NS3 helicase inh: -6; DNA FID counter: -14; MEKK2 WT-MEK5: 94; MEKK3 PB1 HTS: 102; CRFR2-BP ag: -4.1; CRFR2-BP antag: 47; GalR3 antagonist: -7

What do the screens show for `O=C(OCc1cc2ccccc2[nH]c1=O)c1ccncc1`?
MEKK2 mut-MEK5: -5; UBC9 SUMO inh: -5; NS3 helicase inh: 0; DNA FID counter: -6; MEKK2 WT-MEK5: 91; MEKK3 PB1 HTS: 89; CRFR2-BP ag: -0.6; CRFR2-BP antag: 1; GalR3 antagonist: -4

Results for CCc1nnc(NC(=O)/C=C/c2ccco2)s1 ?
MEKK2 mut-MEK5: 2; UBC9 SUMO inh: 7; NS3 helicase inh: 3; DNA FID counter: -5; MEKK2 WT-MEK5: 111; MEKK3 PB1 HTS: 131*; CRFR2-BP ag: -0.6; CRFR2-BP antag: -31; GalR3 antagonist: -3

Results for CC(Nc1nc(-c2ccc(F)cc2)cs1)c1nc2cc(Cl)c(Cl)cc2n1CCCO (centres undefined) ?
MEKK2 mut-MEK5: 2; MEKK2 WT-MEK5: 104; MEKK3 PB1 HTS: 99; CRFR2-BP ag: 1.3; CRFR2-BP antag: 4; GalR3 antagonist: -3

What do the screens show for `COc1ccc(CN2CCCC(C(=O)N3CCCCC3)C2)cc1OC` (centres undefined)?
MEKK2 mut-MEK5: 3; UBC9 SUMO inh: -2; NS3 helicase inh: 3; DNA FID counter: -3; MEKK2 WT-MEK5: 102; MEKK3 PB1 HTS: 98; CRFR2-BP ag: -0.3; CRFR2-BP antag: 11; GalR3 antagonist: -2

Results for O=C(NCCN1CCCCCC1)C1CCCN1S(=O)(=O)c1cccc2nsnc12 (centres undefined) ?
MEKK2 mut-MEK5: 6; UBC9 SUMO inh: 4; NS3 helicase inh: -32; DNA FID counter: 0; MEKK2 WT-MEK5: 109; MEKK3 PB1 HTS: 110; CRFR2-BP ag: -0.8; CRFR2-BP antag: 12; GalR3 antagonist: -7

How did Cn1c(=O)c2[nH]c(-c3ccccc3Cl)c(O)c2n(C)c1=O do in these assays?
MEKK2 mut-MEK5: -3; UBC9 SUMO inh: -14; NS3 helicase inh: -9; DNA FID counter: 2; MEKK2 WT-MEK5: 96; MEKK3 PB1 HTS: 95; CRFR2-BP ag: 55*; CRFR2-BP antag: -14; GalR3 antagonist: -1

What do the screens show for `S=c1[nH]nc(C2(c3ccccc3)CCCC2)o1`?
MEKK2 mut-MEK5: 10; UBC9 SUMO inh: 4; NS3 helicase inh: -4; DNA FID counter: -6; MEKK2 WT-MEK5: 107; MEKK3 PB1 HTS: 105; CRFR2-BP ag: -0.3; CRFR2-BP antag: 8; GalR3 antagonist: -1

How did COC(=O)c1ccc(C2C(Oc3ccccc3)C(=O)N2CCc2ccc(F)cc2)cc1 (centres undefined) do in these assays?
MEKK2 mut-MEK5: 4; UBC9 SUMO inh: -7; NS3 helicase inh: -2; DNA FID counter: -4; MEKK2 WT-MEK5: 103; MEKK3 PB1 HTS: 110; CRFR2-BP ag: 6.0; CRFR2-BP antag: -2; GalR3 antagonist: -3
